Hep lipid drop = inhibitors of hepatocyte lipid droplet formation, primary screen, imaging, high-throughput imaging, BODIPY stain; AML12 mouse hepatocytes, oleate lipid droplets; inhibition, % at 6.5 µM; hit rate 0.4% among 240,000; AID 1656, 2009;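 active means lipid droplet intensity inhibited by at least 50%, with more than 500 cells counted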
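Assay system: AML12 hepatocytes (mouse); Probe or stimulus: oleic acid at 100 µM to induce lipid droplet formation; Dosing: compound at 6.5 µM only; Schedule: compound with oleate, overnight; Detection: fluorescence imaging, 20x objective, two fields per well; Measure: % inhibition of lipid droplet signal.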
TNAP activators = human TNAP enzyme activators, primary screen, biochemical, luminescent, no phosphate acceptor, uHTS (AID 1001); purified TNAP, luminescent activation assay, no phosphate acceptor; higher activation fold means a stronger effect; one-dose activation fold at 20 µM; EC50 in µM for titrated hits; hit rate 0.03% among 200,000; in the data active means activation fold from about 3, or a potency from the dose series; inactive means the rest, 99 in 100 with activation fold below about 1.6; further: many of its hits are not listed in these tables
T cell HTS = modulators of CD8 T cell-vesicle binding, primary screen, mouse 2C CD8+ T cells, flow cytometry; calls only at 7 µM; 2C CD8+ T cell-vesicle binding; stronger effect = lower value; hit rate 0.068% among 330,000;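 active means response, share of CD8 T cells binding vesicles, and their 90th percentile fluorescence all below set limits, cut at about 80% in these data, passing the limit was not always enough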
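material = purified 2C TCR transgenic mouse naive CD8+ T cells | controls = Unloaded micro-vesicles (low), QL9 vesicles with 0.7% DMSO (high) | detection = cytometric PE anti-B7-1 and Alexa647 anti-CD8 signals after 1% paraformaldehyde fixation | incubation = binding step 1.5 h, 37 °C, antibody labelling 20 min, ice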
Myeloid diff 2 = induction of myeloid progenitor differentiation, primary screen, cell-based, flow cytometry, MLPCN library; ER-HoxA9 myeloid progenitors, lysozyme-GFP differentiation; calls only at 10 µM; hit rate 1% among 360,000; AID 624256, 2012;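 active means normalized GFP-positive differentiation at or above the plate's own cutoff, the solvent-only control mean plus 3 SD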;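 further: cells exposed to compound for four days before flow analysis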
MT stabilizer = microtubule stabilizers in HeLa cells, primary screen, imaging, high-content imaging. AID 2205, 2009. % tubulin-high responders, % at 10 µM. HeLa tubulin immunostaining HCS, 24 h; share of cells brighter than vehicle mean+2SD. hit rate 0.83% among 200,000;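 active means plate Z-score above 3 for both tubulin-high and condensed-nucleus cell shares, with cell loss under 80%, at 10 µM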;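 further: anti alpha tubulin signal scored within the nucleus-defined area of each cell; some results filed as inactive read as strong as hits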
Dynein cargo inh = inhibitors of GR-EGFP nuclear translocation, primary screen, dynein cargo transport inhibitor project, imaging, high-content, 3617.4 mouse cells. AID 1381, 2008. z-score, hits read low. test concentration mostly 20 µM; stimulated with dexamethasone, 1 µM; stronger effect = lower value. hit rate 0.47% among 220,000;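 active means plate z-score of nuclear minus cytoplasmic receptor signal below a set negative limit, without overly bright fluorescence or cell loss, cut at about -3.5 in these data, passing the limit was not always enough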;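 further: z-score of nuclear minus cytoplasmic ring GR-EGFP intensity difference per well; some compounds called inactive have numbers as strong as hits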
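Buffer or medium: tet-free medium with charcoal-stripped serum / Also added: dexamethasone agonist, 1.0 µM final, for 30 min / Timing: induction 48 h, compound 1 h, agonist 30 min / Measured by: high-content fluorescence imaging after fixation / Read-out: nuclear-to-cytoplasmic GR-EGFP distribution per well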
PMI inhibitors = inhibitors of human PMI, primary screen, biochemical, fluorescence intensity, coupled assay (AID 1209); hit rate 0.42% among 190,000; purified PMI enzyme, coupled fluorescence intensity; higher % means a stronger effect; inhibition, % at 20 µM; hits with a dose series show IC50 in µM; Mannose-6-phosphate isomerase (Homo sapiens); in the data active means inhibition above about 50%;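 further: plate controls were DMSO vehicle for no effect and wells lacking substrate for full effect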
Insulin prom up = insulin promoter activators in MIN6 cells, imaging, high-content screening, mouse beta cells; hit rate 0.3% among 190,000; MIN6 insulin promoter-GFP reporter; stronger effect = higher value; z-score at 5 µM;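 active means z-score above 3 at 5 µM with at least 500 cells counted in the well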
b-catenin transl = modulators of beta-catenin nuclear translocation, primary screen, imaging, HeLa cells, immunofluorescence, high-content. AID 1665, 2009. hit rate 0.3% among 190,000. nuclear translocation activity, % at 5 µM;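 active means nuclear translocation activity above 50% at 5 µM, with a well cell count of 50 or more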;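 further: per-cell ratio of nuclear to cytoplasmic median beta-catenin stain intensity; plate controls were DMSO negative control for no effect and GSK-3 inhibitor IX positive control for full effect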
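Read-out: Nuclear/cytoplasmic beta-catenin signal ratio, % activation | Assay system: Human HeLa cell line | Times: 24 h compound exposure at 37°C, 5% CO2 | Signal: Fluorescence imaging of beta-catenin antibody stain plus DAPI | Dosing: 5 µM primary, 0.02–20 µM confirmation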
Dynein cargo inh cytoplasmic EGFP = recorded beside Dynein cargo inh, whose call it bears; z-score; measured here: cytoplasmic GR-EGFP intensity; stronger effect = higher value
Dynein cargo inh nuclear GR-EGFP = second read-out of Dynein cargo inh, no call of its own (marks repeat the call); z-score; measured here: nuclear GR-EGFP intensity;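 lower value marks the stronger effect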
Dynein cargo inh cell count = also measured in Dynein cargo inh; calls as there; z-score; measured here: cell count per field
Insulin prom up cell count = also measured in Insulin prom up; calls as there; cell count; measured here: cytotoxicity, nuclei count;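 total cells summed across four imaged fields per well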
Hep lipid drop cells 6.5 µM = recorded beside Hep lipid drop, whose call it bears; cell count; measured here: cell count, cytotoxicity flag;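 cells counted across two imaged fields per well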
b-catenin transl cell count 5 µM = recorded beside b-catenin transl, whose call it bears; cell count; measured here: cell count, cytotoxicity flag
T cell HTS vesicle-bound % = recorded beside T cell HTS, whose call it bears; double positive events, %; measured here: CD8+ vesicle-bound cell fraction;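 binding gate set so that unloaded-vesicle control wells show 10% double positive cells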
MT stabilizer Hoechst-high % = also measured in MT stabilizer; calls as there; % Hoechst-high responders; measured here: nuclear condensation Hoechst responders;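 share of cells brighter than vehicle mean plus two SD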
MT stabilizer cytotoxicity % = further read-out of MT stabilizer, marked with its call; toxicity, %; measured here: cytotoxicity by cell density;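 0% = mean cell density of plate MIN control wells and 100% = no cells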
Myeloid diff 2 GFP+ MAC1+ % = second read-out of Myeloid diff 2, no call of its own (marks repeat the call); GFP+ MAC1+ double positive, %; measured here: differentiation confirmed by MAC1 staining
The depositor's hits bear a star; i = inactive; / = no result given; & = joins results of further samples.

Every second line gives: Hep lipid drop, Hep lipid drop cells 6.5 µM, TNAP activators, T cell HTS, T cell HTS vesicle-bound %, Myeloid diff 2, Myeloid diff 2 GFP+ MAC1+ %, MT stabilizer, MT stabilizer Hoechst-high %, MT stabilizer cytotoxicity %, Dynein cargo inh, Dynein cargo inh cytoplasmic EGFP, Dynein cargo inh nuclear GR-EGFP, Dynein cargo inh cell count, PMI inhibitors, Insulin prom up, Insulin prom up cell count, b-catenin transl, b-catenin transl cell count 5 µM
- COC(=O)c1ccsc1NC(=O)CN1CCN(Cc2ccc3c(c2)OCO3)CC1
→ /, /, 1.1, i, 42, i, 6.2, 3.8, 1.7, 5.3, -0.62, -0.22, 0.29, 1.7, 4%, -0.61, 1610, -0.3, 1407
- O=S(=O)(c1cccc(-c2nnc3n2CCCCC3)c1)N1CCOCC1
→ -23, 738, /, i, 52, i, 0.4, /, /, /, 0.13, -0.17, 0.17, 0.048, /, 0.37, 991, -0.9, 1344
- Cc1cccc(C)c1NC(=O)C[n+]1cc(-c2ccccc2)n2c1CCC2
→ 2, 723, /, i, 42, i, 0.6, /, /, /, -1.3, -0.24, -0.6, 0.76, /, -0.12, 1132, 1.2, 1240
- O=C(Nc1ccc2c(c1)CCC2)c1ccc(F)c(S(=O)(=O)N2CCOCC2)c1
→ -36, 453, 1.1, i, 40, i, 1.8, 1.4, 1.7, 11, -0.03, -0.22, 0.29, 0.08, 18%, 0.26, 1579, -2.0, 1139
- CC(=O)Oc1ccc2oc(=O)c3c(c2c1)CCCN3C(=O)CN1CCN(c2ncccn2)CC1
→ /, /, 1, i, 19, i, 0.5, 3.4, 4.1, 6.1, -0.44, -0.31, -0.043, 0.077, 3%, -0.78, 1570, 0.3, 1342
- c1ccc(-n2c(Cc3cccnc3)nc3cnccc32)cc1
→ /, /, /, i, 31, i, 0.8, 1.9, 5.2, 7.1, 0.41, 0.13, 0.3, 0.6, /, /, /, /, /
- Cc1cccc(C)c1NC(=O)C1c2ccccc2Oc2ccccc21
→ 16, 587, 1.2, i, 51, i, 0.2, 1.0, 3.1, 7.3, 0.83, -0.12, 0.23, -0.74, 6%, 0.12, 1171, /, /
- C/C(N)=C(/C#N)C(=O)CSc1nnc(COc2ccccc2Cl)o1
→ 10, 780, 1, i, 18, i, 0.9&0.9, 3.2, 1.8, 8.7, -0.076, -0.38, 0.22, 0.031, 8%, -0.88, 819, -0.4, 1093
- Cc1c(C)n(Cc2ccccc2)c2ccc(C(=O)OCCCN(C)C)cc12
→ -48, 658, 1.1, i, 65, i, 0.3, 3.4, 3.0, 9.1, 3.7, 0.32, 2.3, -2.2, 3%, -0.25, 1419, 0.7, 1572
- Cc1ccccc1NC(=O)Nc1ccc(C(F)(F)F)cc1
→ -23, 635, 1.1, i, 49, i, 0.9, 1.4, 1.6, 3.7, -0.9, -0.3, -0.61, 0.86, 4%, -0.56, 1371, -0.1, 969
- Cn1c(=O)cc(N2CCCCC2)[nH]c1=O
→ 35, 750, 1.1, i, 17, i, 1.6, 2.9, 2.8, 5.9, 0.23, 0.025, 0.22, -0.53, 3%, 0.23, 1230, 1.0, 1136
- Cc1ccc(C2C(C#N)=C(N)N(c3cccnc3)C3=C2C(=O)CCC3)s1 (stereo not drawn)
→ 7, 655, 1.2, i, 60, i, 0.4, 1.8, 2.1, 7.3, -0.72, -0.064, 0.015, 0.6, 25%, 0, 1421, -0.5, 1550
- O=c1oc(-c2ccc([N+](=O)[O-])cc2)nc2ccc(O)cc12
→ 3, 681, 1, i, 43, i, 0.1, 5.1, 3.8, 6.6, -1.5, 0.4, -0.13, 0.87, 1%, -0.06, 1616, 4.4, 739
- CCN(CC)CC(=O)Nc1ccc(C)cc1Br
→ 2, 757, 1.1, i, 40, i, 0.8, 2.0, 2.0, 7.5, -1.1, -0.28, -0.62, 0.44, 8%, -0.06, 1203, 0.5, 891
- CCC(C)(C)NC(=O)Nc1cc(Cl)ccc1OC
→ -19, 688, 1.1, i, 45, i, 0.5, 2.6, 2.3, 11, -1, -0.27, -0.48, 0.77, 10%, 0.55, 1577, -2.2, 1161
- Cc1cc(NS(=O)(=O)c2ccc(NC(=O)C(CC(C)C)N3C(=O)c4ccccc4C3=O)cc2)nc(C)n1 (stereo not drawn)
→ /, /, 1.1, i, 40, i, 2.7, 3.5, 2.2, 3.1, 1.9, -0.18, 1.9, -1.6, -1%, 0.32, 1547, -3.6, 1022
- Cc1csc(NC(=O)C2CCCN(S(=O)(=O)c3ccc(Br)s3)C2)n1 (stereo not drawn)
→ 0, 749, 1.1, i, 59, i, 0.4, 2.4, 1.5, 8.5, -0.59, -0.11, -0.089, 0.16, -1%, 1.1, 797, /, /
- Cc1cc(=O)n(CC=C(Cl)Cl)c2ccccc12
→ /, /, 1.1, i, 41, i, 1.4, 2.4, 2.5, 5.1, -0.67, -0.09, -0.011, 0.66, 0%, 1.1, 1082, 2.1, 699
- C=CC[N+]1(CC#CCOC(c2ccccc2)c2ccccc2)CCOCC1
→ /, /, 1.1, i, 50, i, 7.1, 3.4, 1.6, 2.1, -0.27, -0.22, -0.97, -0.66, -2%, -0.2, 1382, -1.4, 1337
- Nc1cc(=O)n(Cc2ccccc2)c(=O)n1-c1ccc(Cl)cc1
→ /, /, /, i, 28, i, 0.7, /, /, /, 1, -0.13, 0.38, -1.6, /, -0.32, 1457, -1.2, 1406
- CC(C)(C)c1ccc(NC(=O)C(=O)C2C(=O)Nc3ccccc32)cc1 (stereo not drawn)
→ 19, 689, 1.1, i, 39, i, 0.5, 2.0, 2.5, 6.5, -0.17, 0.093, -0.17, 0.22, -27%, -0.44, 1336, 2.4, 1055
- O=C(NCc1ccco1)C(c1ccccc1)N(C(=O)Cc1cccs1)c1ccccc1 (stereo not drawn)
→ -4, 755, 1.1, i, 61, i, 0.8, 4.2, 2.8, 8.2, 0.41, -0.14, -0.056, 0.21, -7%, /, /, -0.6, 603
- Cc1ccc(-n2nnc(-c3nccn3C)n2)cc1
→ 12, 729, 1.1, i, 18, i, 1.7, 2.0, 1.6, 0.8, -0.39, -0.3, 0.032, 0.28, -22%, 0.44, 1388, -1.1, 1121
- Nc1nc(Nc2ccccc2Cl)cc(=O)[nH]1
→ 11, 624, /, i, 57, i, 0.6, /, /, /, 0.29, -0.25, 0.81, -0.23, /, -0.52, 970, -0.7, 1332
- COc1ccc(/C=N/Nc2nc(=O)[nH]nc2C)cc1[N+](=O)[O-]
→ 1, 577, 2.2, i, 63, i, 0.5, 4.2, 3.3, 5.7, -0.25, -0.28, 0.23, 0.7, -6%, 0.36, 1382, -2.0, 1109
- O=C(CSc1ncn[nH]1)Nc1ccccc1Sc1ccc(Cl)cc1
→ /, /, 1, i, 60, i, 0.9, 2.4, 1.8, 7.4, -0.34, -0.13, -0.7, -0.71, 16%, /, /, /, /
- COC(=O)c1ccc(NC(=O)C(=O)N2CCN(C(=S)NCCc3ccccc3)CC2)cc1
→ -10, 581, 1.1, i, 32, i, 0.8, 1.6, 1.3, 5.3, -0.58, -0.25, -0.043, 0.57, 14%, 0.77, 1485, -0.9, 1105
- CCCOc1cccc(C2C(C(=O)c3ccco3)=C(O)C(=O)N2CCN(CC)CC)c1 (stereo not drawn)
→ /, /, 1.1, i, 56, i, 1.2, 4.9, 1.7, 4.4, 1.5, -0.45, 0.36, 0.18, -3%, /, /, /, /
- CCOC(=O)Nc1cc2c(cc1C(C)=O)OCO2
→ -9, 642, 1.1, i, 34, i, 5.1, 2.3, 0.3, 40, -0.11, -0.18, 0.29, 0.67, 15%, 0.89, 1716, -0.3, 1104
- CCN(CC)S(=O)(=O)c1cc(C(=O)OCC(=O)c2ccc3c(c2)NC(=O)CO3)ccc1F
→ /, /, 1, i, 54, i, 1.0, 2.7, 1.8, 2.1, 0.35, -0.25, 0.42, 0.91, 6%, /, /, /, /
- O=C(NNC(=O)c1ccc(SCC2CCCO2)c([N+](=O)[O-])c1)c1ccc(Cl)c([N+](=O)[O-])c1 (stereo not drawn)
→ 18, 799, 1.2, i, 46, i, 2.1, 0.7, 1.7, 5.4, -0.52, -0.35, -0.095, 0.64, -11%, /, /, 12, 913
- O=C(COC(=O)c1ccc(Cl)c([N+](=O)[O-])c1)Nc1ccccc1OC(F)F
→ 6, 607, 1, i, 13, i, 1.7, 1.8, 3.5, 4.2, -1.1, 0.36, -0.93, 0.85, -4%, -0.05, 1264, 1.6, 928
- CC(=O)c1ccc(N2CCN(c3ccc(S(=O)(=O)NCCN(C)C)cc3[N+](=O)[O-])CC2)cc1
→ 0, 706, /, i, 17, i, 0.2, /, /, /, -1.3, -0.76, -0.53, 0.47, /, -0.3, 972, 0.5, 1294
- CN(C)S(=O)(=O)c1ccc(C(=O)NCc2ccccn2)cc1
→ -8, 657, 1.1, i, 36, i, 0.3, 2.7, 1.9, 5.0, 0.14, -0.13, 0.084, -0.55, 0%, -0.44, 1525, 5.5, 900

Screening results deposited in PubChem by several laboratories.
